DDE Tn7 FP inh: inhibitors of Tn7 peptide binding to fibrin DD(E), primary screen, biochemical, fluorescence polarization, human fibrin, Tn7 probe. actives 0.13% (n = 370,000). inhibition, % at 8.3 µM. Fibrinogen beta chain (Homo sapiens), P02675. FP displacement of FITC-Tn7 peptide from fibrin DD(E); 0% = median of compound wells per plate. AID 720508, 2013;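 active means inhibition above the mean of compounds falling within the control limits plus 3 SD of them, cut at about 14% in these data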;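 further: 0% = plate median of compound wells and 100% = 10 µM Aha-Tn7 peptide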
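Assay system: Fibrin-DD(E) protein isolated from polymerized human fibrin clots; read-out basis: percent inhibition; medium: Tris/NaCl/CaCl2 buffer, pH 7.8; signal: FP measurement; incubation: 10 min plus 3 h, room temperature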
LEDGF integ inh: blockers of LEDGF/p75-dependent integrase strand transfer – biochemical, TR-FRET, high throughput, primary screen | HIV-1 integrase (with human LEDGF/p75) | TR-FRET IN-LEDGF/p75 DNA integration, Eu/Cy5 | inhibition, % at 3.7 µM | actives 0.64% (n = 370,000) | AID 743269, 2014;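 active means inhibition above the screen-wide mean plus 3 SD, cut at about 13% in these data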;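 further: signal is the Cy5 over europium emission ratio at 671 and 618 nm; 0% = plate median of compound wells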
ADAM17 inh: ADAM17 inhibitors, primary screen, biochemical, QFRET. inhibition, % at 6.95 µM. recombinant ADAM17, EDANS/DABCYL FRET peptide cleavage. actives 0.83% (n = 370,000);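 active means inhibition above the mean of compounds lying between control limits plus 3 SD, set per campaign, cut at about 8.5% in these data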;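 further: 0% = DMSO-only wells as the low control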
Target sequence (P78536 215-824 limits assumed): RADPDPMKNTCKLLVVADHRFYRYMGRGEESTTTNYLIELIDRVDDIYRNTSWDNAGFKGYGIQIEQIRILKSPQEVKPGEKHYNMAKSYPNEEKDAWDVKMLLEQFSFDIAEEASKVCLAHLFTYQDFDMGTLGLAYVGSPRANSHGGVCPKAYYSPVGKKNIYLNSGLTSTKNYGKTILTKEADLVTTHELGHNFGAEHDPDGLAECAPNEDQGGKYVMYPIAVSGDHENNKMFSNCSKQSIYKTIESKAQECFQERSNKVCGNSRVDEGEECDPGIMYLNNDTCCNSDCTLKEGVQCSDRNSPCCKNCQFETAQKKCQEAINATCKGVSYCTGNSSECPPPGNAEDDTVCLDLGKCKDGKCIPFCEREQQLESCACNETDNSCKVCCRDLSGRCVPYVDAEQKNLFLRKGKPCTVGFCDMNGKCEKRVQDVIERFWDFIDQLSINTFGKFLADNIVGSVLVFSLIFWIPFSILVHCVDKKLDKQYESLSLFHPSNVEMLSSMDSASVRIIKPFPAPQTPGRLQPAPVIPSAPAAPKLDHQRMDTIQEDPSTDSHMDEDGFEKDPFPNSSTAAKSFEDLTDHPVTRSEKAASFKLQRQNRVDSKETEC
TDP2 absorb: human TDP2 enzyme inhibitors, primary screen, biochemical, epi absorbance, recombinant enzyme; Tyrosyl-DNA phosphodiesterase 2 (Homo sapiens), O95551; T5PNP hydrolysis, p-nitrophenol absorbance 415 nm; inhibition, % at 12.8 µM; actives 0.34% (n = 370,000); AID 720702, 2013;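 active means inhibition above the mean of all tested compounds plus 3 SD, set per campaign, cut at about 25% in these data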;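 further: 0% = DMSO with enzyme and 100% = buffer with substrate but no TDP2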
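System – recombinant human TDP2 · Quantity – TDP2 enzyme at 120 nM final · Doses – single concentration, 12.8 µM nominal, with 1% DMSO · Incubation – 2 h at 37 °C · Measured by – epi absorbance of p-nitrophenol freed from T5PNP by hydrolysis · Read-out – % inhibition relative to enzyme-containing and enzyme-free wells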
Tn6 DDE FP: inhibitors of Tn6 peptide binding to fibrin DD(E), primary screen, biochemical, fluorescence polarization, human fibrin, Tn6 probe. Fibrinogen beta chain (Homo sapiens), P02675. Fibrin DD(E) TRITC-Tn6 fluorescence polarization displacement. inhibition, % at 8.3 µM. actives 0.21% (n = 370,000). AID 720509, 2013;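 active means inhibition above a per-campaign cutoff: mean of compounds within control limits plus 3 SD, cut at about 15% in these data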;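 further: 0% = median of all compound wells on the plate and 100% = blocking peptide control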
ASAP1 GAP inh: inhibitors of human ASAP1 ArfGAP activity, primary screen, biochemical, fluorescence polarization. Arf-GAP with SH3 domain, ANK repeat and PH domain-containing protein 1 (Homo sapiens), …. ASAP1-stimulated ARF1 GTP hydrolysis, GDP FP detection. inhibition, % at 16.5 µM. actives 0.19% (n = 360,000); in the data active means inhibition above about 25%;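 further: 0% = vehicle with enzyme and substrate and 100% = no enzyme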
Target sequence (Q9ULH1 325-724 limits assumed): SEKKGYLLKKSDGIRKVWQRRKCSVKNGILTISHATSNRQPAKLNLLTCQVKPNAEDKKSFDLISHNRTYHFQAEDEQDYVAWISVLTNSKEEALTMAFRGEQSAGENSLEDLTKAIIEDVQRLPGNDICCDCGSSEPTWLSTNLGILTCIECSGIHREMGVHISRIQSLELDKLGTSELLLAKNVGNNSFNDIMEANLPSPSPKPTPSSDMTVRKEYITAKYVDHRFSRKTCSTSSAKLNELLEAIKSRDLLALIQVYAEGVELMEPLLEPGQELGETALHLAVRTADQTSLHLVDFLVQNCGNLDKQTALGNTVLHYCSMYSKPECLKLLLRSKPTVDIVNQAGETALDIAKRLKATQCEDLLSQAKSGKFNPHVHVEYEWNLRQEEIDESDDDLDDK
ADAM10 inh: human ADAM10 inhibitors, primary screen, biochemical, QFRET, HTS; recombinant ADAM10, EDANS/DABCYL FRET peptide cleavage, 3 h; inhibition, % at 7 µM; actives 0.62% (n = 370,000); Disintegrin and metalloproteinase domain-containing protein 10 (Homo sapiens), O14672; AID 720582, 2013;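 active means inhibition above a per-campaign cutoff equal to the mean of compounds falling between control-based bounds plus 3 SD, cut at about 20% in these data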;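 further: 0% = DMSO wells while the 100% control is not disclosed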
proKLK7 act: proKLK7 zymogen activators, primary screen, biochemical, fluorescence intensity; Kallikrein-7 (Homo sapiens), P49862; purified proKLK7, EDANS-DABCYL substrate fluorescence; 100% is mature enzyme control, 0% vehicle; activation, % at 7 µM; actives 0.9% (n = 370,000); AID 652039, 2013;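 active means activation above the mean of all tested compounds plus 3 SD, computed per campaign excluding outliers beyond control limits, cut at about 13% in these data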
PLC-gamma1 inh: PLC-gamma1 enzyme inhibitors, primary screen, biochemical, fluorescence, purified enzyme; 1-phosphatidylinositol 4,5-bisphosphate phosphodiesterase gamma-1 (Homo sapiens), P19174; fluorogenic substrate; inhibition, % at 12.2 µM; actives 0.84% (n = 370,000); AID 720700, 2013; in the data active means inhibition above about 9.5%
ARFGAP1 inhibitor: inhibitors of rat ARFGAP1 GAP activity, primary screen, biochemical, fluorescence polarization, GDP tracer. ADP-ribosylation factor GTPase-activating protein 1 (Rattus norvegicus), Q62848. Arfgap1-stimulated ARF1 GTP hydrolysis, GDP FP detection. inhibition, % at 16.5 µM. actives 0.26% (n = 360,000);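 active means inhibition above a per-plate limit, mean inhibition of low control wells plus 3 SD, cut at about 25% in these data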;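 further: 0% = DMSO wells with enzyme and 100% = wells lacking Arfgap1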
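Assay system: Rat Arfgap1 GAP domain (His6, aa 1-136), purified enzyme | Buffer or medium: HEPES 25 mM pH 7.5, NaCl 150 mM, MgCl2, DTT | Schedule: GTP hydrolysis reaction 2 h at 25 °C | Signal: FP of antibody-bound GDP Alexa 633 tracer, ex 620/em 688 nm | Measure: Percent inhibition of Arfgap1-stimulated GTP hydrolysis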
An asterisk follows results filed as active; i = inactive; nt = not tested or not shown.

SMILES	DDE Tn7 FP inh	LEDGF integ inh	ADAM17 inh	TDP2 absorb	Tn6 DDE FP	ASAP1 GAP inh	ADAM10 inh	proKLK7 act	PLC-gamma1 inh	ARFGAP1 inhibitor
O=C(N/N=C/c1ccc([N+](=O)[O-])o1)c1cc2c(ccc3ccccc32)o1	-3	7	-1	1	-2	15	-8	-0.1	0	1
Cc1cccc(C(=O)N2CCN(S(=O)(=O)N3CCCCCC3)CC2)c1	-9	2	0	-15	2	-15	1	-0.9	5	16
Cc1cc(C)n2c(Nc3ccc4c(c3)OCCO4)c(CCc3ccccc3)nc2n1	3	-6	-4	12	7	-5	-49	1.1	-21	8
O=C(N=Nc1c(O)[nH]c2ccc([N+](=O)[O-])cc12)c1ccccc1Cl	0	-5	-5	4	7	2	-4	0.2	-3	4
Cc1noc(C)c1C(=O)N(C)CC(=O)Nc1ccc(F)c(F)c1F	6	2	-1	-5	5	-8	-4	-0.3	1	-5
CCCCNC(=O)/C(C#N)=C/c1ccc2c(c1)OCCO2	-5	-1	-8	7	-5	-5	-13	0.8	-7	1
O=C(NNC(=O)c1ccccc1O)c1ccc(Cl)cc1	4	-8	-2	-6	-5	2	1	0.4	3	1
O=C(NC1CCN(C(=S)Nc2ccc(Cl)cc2)CC1)C1CCCCC1	-8	1	0	8	-1	8	-3	0.0	1	-3
Cc1ccc(NC(=O)C(NCc2ccccn2)c2ccccc2)cc1 (centres undefined)	-2	0	-6	3	-11	-7	-5	-0.1	0	12
O=C(COC(=O)C1CC1)Nc1ncc(Cl)cc1Cl	10	-3	-7	-8	0	2	-2	0.3	-17	-8
CCCCN1CC(COCc2ccccc2)Oc2cccc(N3CCCC3)c2S1(=O)=O (centres undefined)	-3	-2	1	-7	-8	10	0	0.2	2	14
COC(=O)c1ccc(CNC(=O)c2ccc(S(=O)(=O)N3CCCCCC3)cc2)cc1	-5	1	-6	7	4	-2	-7	-0.1	-3	-2
CCOc1cc(-c2n[nH]c(=S)n2Cc2ccccc2)ccc1OC(F)F	-5	2	1	-6	-4	-23	6	0.1	-10	-1
CCN(CC(=O)Nc1c(F)cccc1F)C(=O)CNC(=O)c1ccc2c(c1)OCO2	-1	1	2	0	10	-13	-1	0.2	0	-1
Cc1cc(NC(=O)c2ccc(S(=O)(=O)N3CCOCC3)cc2)nc2c1c(=O)oc1ccccc12	-1	-1	-11	-4	-5	5	-33	-1.2	-7	5
O=C(CSc1n[nH]c(-c2ccncc2)n1)Nc1ccccc1Cl	0	-4	0	-8	-5	8	-1	0.0	-5	-4
COc1ccc(CCNC(=O)c2ccc(=O)[nH]n2)cc1OC	7	0	-2	1	-1	-22	6	-0.6	4	2
O=C(O)COc1ccccc1/C=N/NC(=O)COc1ccc(-c2ccccc2)cc1	1	-2	-8	2	2	1	0	0.0	-1	-3
Cc1ccc(Cc2c(-c3ccc(Cl)cc3)nc3ccc(Br)cn23)cc1	4	6	-6	-2	0	-9	-16	-1.2	-11	-9
COc1ccc(/C=N/NC(=O)c2cccc(OC(F)(F)C(F)F)c2)c(OC)c1OC	-7	4	7	-14	2	-6	12	0.0	-16	5
CCC(=O)c1ccc(OCC(=O)NCC2COc3ccccc3O2)cc1 (centres undefined)	-7	3	3	5	-13	0	-4	0.1	-1	-8
S=c1[nH]nc(-c2ccc3ccccc3n2)n1-c1ccccc1	3	-1	3	-8	3	12	1	-0.3	-73	0
Nc1ccc2nc3n(c(=O)c2c1)CCC3	1	1	-357	0	9	4	i	17*	-239	6
O=C(NCCN1CCN(c2ccccc2)CC1)c1cccn2c(=O)c3ccccc3nc12	-7	-4	-12	4	-4	-6	-22	-3.5	-94	5
O=C(NCc1ccccc1C(F)(F)F)C1CC(O)CN1C(=O)Nc1ccccc1 (centres undefined)	-2	1	-3	14	-2	3	2	0.5	1	0

Compound profiles (already shown). Screens in order: DDE Tn7 FP inh | LEDGF integ inh | ADAM17 inh | TDP2 absorb | Tn6 DDE FP | ASAP1 GAP inh | ADAM10 inh | proKLK7 act | PLC-gamma1 inh | ARFGAP1 inhibitor
Results for COc1ccc(CCNC(=O)c2ccc(=O)[nH]n2)cc1OC → 7 | 0 | -2 | 1 | -1 | -22 | 6 | -0.6 | 4 | 2
Results for COC(=O)c1ccc(CNC(=O)c2ccc(S(=O)(=O)N3CCCCCC3)cc2)cc1 → -5 | 1 | -6 | 7 | 4 | -2 | -7 | -0.1 | -3 | -2

Further structures follow.
SMILES	DDE Tn7 FP inh	LEDGF integ inh	ADAM17 inh	TDP2 absorb	Tn6 DDE FP	ASAP1 GAP inh	ADAM10 inh	proKLK7 act	PLC-gamma1 inh	ARFGAP1 inhibitor
CCOC(=O)C1(C(=O)O)NC(=O)CC1c1ccccc1 (centres undefined)	11	-2	-3	5	3	-5	-1	-0.4	1	-7
COCCn1c(-c2ccc(Br)cc2)csc1=Nc1cccnc1	0	6	7	-21	-3	-6	6	-0.3	6	-2
S=c1[nH]ncn1/N=C/c1ccc(N2CCOCC2)cc1	-8	-1	-2	-15	-2	7	-16	3.4	-5	10
Cn1c(C(=O)N2CCc3ccccc3C2)cc2c(=O)n3ccccc3nc21	-1	1	i	3	-2	-20	i	16*	i	5
CCOC(=O)CC(=O)CSc1nc2ccccc2c(=O)n1-c1ccc(C(=O)N2CCOCC2)cc1	-6	-1	-1	0	-8	-4	-1	0.7	-5	8
Cc1ccccc1CN1C(=O)c2ccccc2C1c1nnnn1Cc1ccccc1 (centres undefined)	-4	0	-1	-6	-6	1	1	0.3	3	-3
CC(C)Cc1nnc(NC(=O)CCC(=O)N2CCN(Cc3ccccc3)CC2)s1	-4	-3	0	-3	-1	-8	-9	-0.1	2	8
COc1ccnc(Oc2ccccc2)c1C(=O)N/C=N/OCc1ccc(F)cc1Cl	3	0	3	-16	6	-12	8	0.5	-1	-12
Cc1c(C)c2c(OCC(=O)NCc3ccncc3)cc3c(c2oc1=O)CCC(C)(C)O3	-5	-1	-128	1	5	-7	-442	-7.3	-86	9
C=CCn1c(SCC(=O)N(C)C2CCS(=O)(=O)C2)nnc1-c1ccncc1 (centres undefined)	3	3	-6	0	-1	-2	-17	0.8	-1	-3
CCc1ccc(N(CC(=O)NC(C)C)C(=O)CCC(=O)Nc2nccs2)cc1	8	3	-3	-6	-1	0	-6	-0.1	2	-2
O=C(CNc1ccc(Br)cc1)NNC1=NCCC1	3	4	-4	6	1	-17	-6	-0.2	6	18
CCCCCn1c(=O)c(-c2nc3ccccc3[nH]2)c(O)c2ccccc21	2	-5	-9	-7	1	-3	-20	-1.7	-11	11
CC(=O)N1CCN(c2ccc(N3CCN(C(C)=O)[C@H](C)C3)c(C)c2)[C@@H](C)C1	0	7	-1	-12	5	4	-5	1.0	0	7
O=C(COc1ccc(Cl)cc1)Nc1ccccc1C(=O)NCc1cccnc1	-6	-3	-4	-4	-5	-19	-5	0.1	-4	4
O=C1c2ccc(Cl)cc2S(=O)(=O)c2cccc(C(=O)N3CCC(Cc4ccccc4)CC3)c21	-4	1	-2	15	9	3	2	-0.3	-1	5
c1ccc2[nH]c(COCc3nc4ccccc4[nH]3)nc2c1	0	-1	-6	1	-13	nt	-4	nt	-1	nt
CCCCn1c(N)c(N(CC(C)C)C(=O)c2ccc(S(=O)(=O)N3CCC(C)CC3)cc2)c(=O)[nH]c1=O	1	-3	-7	-12	1	-5	-12	-0.4	-2	-4
Cc1cc(NC(=O)CSc2nnc(C)n2-c2ccccc2C)no1	-9	4	3	-3	0	-4	3	0.6	2	4
Cc1ccc(NC(=O)CN(C)C(=O)/C=C/c2cccc(F)c2)cc1	-7	-1	-5	5	-7	5	0	-0.1	-1	3
CCOCCCNC(=O)C1(O)c2cc(Br)ccc2NC(=O)N1c1ccc(C)c(C)c1 (centres undefined)	-10	2	-4	-1	0	-6	2	0.4	2	-1
COc1ccc(OCC(=O)Nc2ccc3c(c2)nc(CCN2CCN(c4ccccn4)CC2)n3C)cc1	2	-2	-11	-2	-5	-5	-17	0.6	-2	4
CC1(C)Cc2nc(N3CCOCC3)c(C#N)cc2CO1	4	5	-189	1	1	-5	i	3.5	-170	2
COc1ccc(OCc2nc(N)nc(Nc3cccc(C)c3C)n2)cc1	1	-2	-1	-7	5	2	-2	0.3	-3	-3
COC(=O)CN(c1ccc(Cl)cc1C)S(C)(=O)=O	10	-1	-3	-1	5	-14	-1	0.2	0	-5
Next section
SMILES	DDE Tn7 FP inh	LEDGF integ inh	ADAM17 inh	TDP2 absorb	Tn6 DDE FP	ASAP1 GAP inh	ADAM10 inh	proKLK7 act	PLC-gamma1 inh	ARFGAP1 inhibitor
COc1cccc(N2CCN(c3ccc4nnc(CCC(=O)Nc5ccc(F)cc5F)n4n3)CC2)c1	0	-2	-5	-3	-9	0	-5	0.3	-1	6
CCCNC(=O)C[C@H]1CC[C@@H]2[C@H](COC[C@@H](O)CN2C(=O)c2ccccn2)O1	6	-2	0	-2	7	-2	1	-0.2	2	-8
COc1ccc2c(c1)CC(C1(O)C(=O)Nc3ccccc31)C2=O (centres undefined)	1	-1	0	-6	5	-8	7	0.7	2	10
Cc1cccc(NC(=O)c2cc3ccccc3o2)c1	-7	3	3	-6	1	-1	8	-0.1	0	3
CC(C)C(=O)Nc1ccc(C(=O)Nc2ccc(Br)cc2F)cc1	-2	1	-2	2	9	-12	-6	0.5	0	-13
CCN(CC)CCOc1ccc2c(c1)C(=NNC(=O)c1ccccn1)c1cc(OCCN(CC)CC)ccc1-2	9	19*	1	-4	12	4	3	0.3	3	5
CN1CCC(=O)N([C@H](CSc2ccc(Br)cc2)c2ccccc2)CC1	-5	-1	-5	8	5	8	-1	0.1	-1	5
CCCCCCCC(=O)OC(CN1CCCCC1)CN1CCCC1=O (centres undefined)	6	3	-5	6	-4	-10	-8	-0.9	-1	-3
CCOc1cc(S(=O)(=O)N2CCN(CC)CC2)ccc1Cl	-4	1	-5	-6	-5	4	1	0.2	0	3

From PubChem BioAssay
